High-throughput results: PubChem BioAssay, National Center for Advancing Translational Sciences (NCATS)
KCNH2 3.1 inh: inhibitors of human KCNH2 3.1 potassium channel isoform | U2OS KCNH2 3.1, thallium flux FluxOr; stronger effect = lower value | activity change, % (tested at about 1.8 µM) | 0.95% of 340,000 active | AID 720553;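 active means maximum activity change below -70%; inconclusive means maximum activity change from -70% to -50%; inactive means maximum activity change above -50%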;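 further: thallium influx rate constant from kinetic fluorescence after stimulation buffer; on the % scale 0 is the no-effect control and ±100 the full control effect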
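We transduce U2OS cells with the mutant 3.1 virus, culture them overnight, load FluxOr with Red40 quencher for 45 min, then add stimulation buffer and read kinetically for 2 min to derive a normalized rate constant.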
PKM2 act: PKM2 (human) enzyme activation | P14618 | purified PKM2, Kinase-Glo ATP luminescence, activation; response scale: 0% is enzyme alone, no compound | Potency, µM (top dose mostly 57.5 µM), inactives show at the highest dose activation, actives largely listed as activators | 0.34% of 260,000 active | AID 1631; further: potency means the concentration at half of the fitted maximal effect; on the % scale 0 is the no-effect control and ±100 the full control effect; nearly all actives have a fitted effect of over 55% in size
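Kinase-Glo luminescence reports ATP generated from ADP (0.1 mM) and PEP (0.5 mM) by purified hPK-M2 after 1 h at room temperature, pH 7.2 imidazole buffer; intermediate enzyme activity allows detecting inhibitors and activators.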
Gal4-VP16 FLuc: counter-screen for ROR gamma inhibitors: Gal4-VP16 reporter; 3.5% of 310,000 active; Potency, µM (doses to about 53.6 µM), for inactives: top-dose activity, negative = inhibition, hits mostly inhibitors; Drosophila S2 Gal4-VP16 UAS-luciferase, luminescence, 20 h; AID 2546;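 further: Gal4-VP16 expression switched on by copper sulfate through the metallothionein promoter; potency means the concentration at half of the fitted maximal effect; on the % scale 0 is the no-effect control and ±100 the full control effect; nearly all actives have a fitted effect of over 50% in size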
Mito fusion yeast: inhibitors of mitochondrial division or activators of mitochondrial fusion; Potency, µM (series often up to 46.1 µM), for inactives: at the top dose growth rescue (activation), usual class: activators; 0.23% of 320,000 active; S. cerevisiae fusion-defective mutant growth rescue, CellTiterGlo 48 h; AID 485298;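 further: potency means the concentration at half of the fitted maximal effect; % of control where 0% means no effect; nearly all actives have a fitted effect of over 45% in size; temperature-sensitive fusion mutants such as fzo1-1 at 37 °C on non-fermentable ethanol glycerol medium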
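Read-out: ATP-based luminescence (CellTiterGlo, 10 min ambient) reporting growth of fusion-defective ts yeast after 48 hours at 37C on glycerol/ethanol YPEG medium in the presence of compound.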
ELG1 repair inh: blocks ELG1-dependent DNA repair in HEK293T cells; 2.3% of 330,000 active; Potency, µM (series often up to 46.1 µM), for the others: at the highest dose activity change, negative = inhibition, hits mostly inhibitors; HEK293T ELG1-luciferase reporter, luminescence, 16 h; DNA damage induced by 5-fluorouridine; further: potency means the concentration at half of the fitted maximal effect; on the % scale 0 is the no-effect control and ±100 the full control effect; nearly all actives have a fitted effect of over 55% in size
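HEK293T cells expressing luciferase-tagged ELG1 (2,000/well) received 5-Fluorouridine plus compound or DMSO for 16 hr at 37 °C. Luciferase was read by ONE-Glo luminescence after 30 min at room temperature.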
Rab9 prom act: Rab9 promoter activation; Huh7 Rab9 promoter-luciferase reporter, luminescence, 24 h; Potency, µM (doses to about 9.22 µM), for the others: top-dose activation, negative = inhibition, actives largely listed as activators; 2.8% of 320,000 active; further: potency means the concentration at half of the fitted maximal effect; % of control where 0% means no effect; nearly all actives have a fitted effect of over 60% in size
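Huh7 reporter line, Rab9 promoter upstream of luciferase. Compound exposure 24 h at 37 °C in reduced-serum medium with 10% FBS. Read-out: luminescence.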
MBNL1-CUG inh: blocks human MBNL1 binding to CUG repeat RNA | AID 2675 | 0.036% of 280,000 active | Potency, µM (series often up to 57.5 µM), for inactives: top-dose activity change, negative = inhibition, usual class: inhibitors | Q9NR56 | TR-FRET MBNL1-His/biotin-(CUG)12 binding, 665/545 ratio; active means well fitted inhibition curve with a large enough effect in the signal ratio, with a control signal flat, not every such curve was filed as active; inconclusive means small, poorly fitted or top-dose-only effect, or effect the other way, or a change in a side signal; inactive means no such curve, though single readings can be large or run the other way; the % refers to the signal ratio; further: potency means the concentration at half of the fitted maximal effect; on the % scale 0 is the no-effect control and ±100 the full control effect
Target sequence (Q9NR56 whole entry, looked up): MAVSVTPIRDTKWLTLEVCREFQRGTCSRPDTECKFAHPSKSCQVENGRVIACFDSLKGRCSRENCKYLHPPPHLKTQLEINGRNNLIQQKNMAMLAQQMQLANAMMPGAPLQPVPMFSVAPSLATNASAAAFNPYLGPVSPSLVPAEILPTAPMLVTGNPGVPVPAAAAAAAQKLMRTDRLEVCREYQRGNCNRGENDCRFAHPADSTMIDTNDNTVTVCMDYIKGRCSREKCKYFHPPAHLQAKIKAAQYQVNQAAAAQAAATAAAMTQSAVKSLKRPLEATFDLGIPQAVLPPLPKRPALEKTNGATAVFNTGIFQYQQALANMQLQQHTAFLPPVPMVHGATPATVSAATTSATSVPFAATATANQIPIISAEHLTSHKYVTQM
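TR-FRET between His-tagged MBNL1 and biotin-(CUG)12 RNA, detected with Tb anti-His antibody (0.055 ng/ul) and streptavidin-XL665 (5 nM), 60 min at room temperature. Compounds titrated 92 nM to 58 uM; 665/545 nm ratio normalized to buffer and complex controls.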
RORgamma inh: inhibitors of mouse ROR gamma transcriptional activity; P51450; Drosophila S2 Gal4-RORgamma UAS-luciferase reporter, 20 h; Potency, µM (titrated, usually from 53.6 µM), inactives show at the top dose activity change, negative = inhibition, usual class: inhibitors; 5.4% of 310,000 active; AID 2551; further: potency means the concentration at half of the fitted maximal effect; on the % scale 0 is the no-effect control and ±100 the full control effect; nearly all actives have a fitted effect of over 60% in size
Target sequence (P51450 whole entry, looked up, the tested form may be a part): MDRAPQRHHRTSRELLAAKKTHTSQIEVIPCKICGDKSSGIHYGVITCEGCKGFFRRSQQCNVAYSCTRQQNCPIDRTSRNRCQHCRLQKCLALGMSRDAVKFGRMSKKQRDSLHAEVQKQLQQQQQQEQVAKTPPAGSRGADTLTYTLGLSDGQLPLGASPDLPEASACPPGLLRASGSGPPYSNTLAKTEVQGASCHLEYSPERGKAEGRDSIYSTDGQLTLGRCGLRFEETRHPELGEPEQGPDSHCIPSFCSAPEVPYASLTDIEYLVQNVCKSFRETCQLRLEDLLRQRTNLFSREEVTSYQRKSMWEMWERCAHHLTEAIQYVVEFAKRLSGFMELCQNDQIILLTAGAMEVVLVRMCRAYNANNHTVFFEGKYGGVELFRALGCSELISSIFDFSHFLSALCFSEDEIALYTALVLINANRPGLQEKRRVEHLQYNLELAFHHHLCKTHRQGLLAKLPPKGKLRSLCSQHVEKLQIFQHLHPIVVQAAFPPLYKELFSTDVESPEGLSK
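Stably transfected Drosophila Schneider cells are the test system, with ROR gamma fused to Gal4 and luciferase under UAS control; luminescence is read after 20 hr of 700 uM copper sulfate induction at ambient temperature.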
NPC1 promoter act: activators of NPC1 promoter; Huh7 NPC1 promoter luciferase reporter, 24 h; Potency, µM (series often up to 9.22 µM), without a hit: top-dose activation, most hits filed as activators; 2.4% of 320,000 active; AID 485313;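 further: potency means the concentration at half of the fitted maximal effect; % of control where 0% means no effect; nearly all actives have a fitted effect of over 60% in size; reporter is driven by a mutant NPC1 promoter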
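Huh7 reporter cells (NPC1 promoter driving luciferase) are dosed with compound for 24 h at 37 °C, 5% CO2; luciferase detection reagent is then added and luminescence measured after 10 min at ambient temperature.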
Menin-MLL TR inh: displaces Texas Red mutant MLL peptide from human menin. O00255. Menin + Texas Red MLL mutant peptide, fluorescence polarization. Potency, µM (highest dose often 61.6 µM), inactives show top-dose FP activity change, negative = inhibition, usual class: inhibitors. 0.23% of 270,000 active; active means well fitted inhibition curve with a large enough effect in the polarisation, with a control signal flat, not every such curve was filed as active; inconclusive means small, poorly fitted or top-dose-only effect, or effect the other way, or a change in a side signal; inactive means no such curve, though single readings can be large or run the other way; the % refers to the polarisation; further: potency means the concentration at half of the fitted maximal effect; % of control where 0% means no effect; many of its hits are not listed in these tables
FLuc modulator: firefly luciferase modulation, counter-screen for miR-21 project; P08659; purified FLuc, Km substrates, luminescence inhibition; Potency, µM (doses to about 57.5 µM), for the others: at the top dose activity change, negative = inhibition, most hits filed as inhibitors; 6.9% of 360,000 active;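 further: potency means the concentration at half of the fitted maximal effect; plate controls were vehicle for no effect and reference inhibitor for full effect; nearly all actives have a fitted effect of over 55% in size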
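Purified P. pyralis luciferase (10nM final) with 10uM D-luciferin and 10uM ATP (Km levels) in 50mM Tris acetate pH 7.5, 10mM Mg acetate, 0.01% Tween-20, 0.05% BSA; qHTS 6-point titration, ~60 µM downward; luminescence read.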
* = called active by the depositor; ? = inconclusive; / = not tested or not shown; [ ] = another dose, or the depositor's remark. Unless noted, the call rests on the fitted dose curve; in most records, active means well fitted curve in the direction sought with a large enough effect; inconclusive means small, poorly fitted or top-dose-only effect, or another doubt; inactive means no such curve, though single readings can be large; an effect the other way counts as inactive or inconclusive. Some of the compounds tested (hit frequency here may not be typical).

SMILES	KCNH2 3.1 inh	PKM2 act	Gal4-VP16 FLuc	Mito fusion yeast	ELG1 repair inh	Rab9 prom act	MBNL1-CUG inh	RORgamma inh	NPC1 promoter act	Menin-MLL TR inh	FLuc modulator
CCOC(=O)CC(=O)CSc1nc2c(cc1C#N)CCCCC2	-5	-11%	-2%	6%	?	?	?	-3%[10 µM]	21%	6%	9.5µM*
CCOC(=O)N1CCC(C(=O)NNC(=O)c2ccc(Cl)cc2Cl)CC1	3	/	-17%	0%	20%	0%	-1%	8%	-5%	/	-2%
Cc1cc(Cl)ccc1OCC(=O)N/N=C1\CCCc2ccccc21	-10	3%	-7%	4%	-8%	-1%	-12%	11%	-7%	/	-8%
Cc1cc(C)cc(C(=O)N2CC(C)SC2=Nc2cccc(S(=O)(=O)N(C)C)c2)c1 (stereo unspecified)	-15	-15%	-15%	1%	-8%	18%	-15%	?	1%	-6%	0%
CC(=O)c1ccc(NC(=O)C[n+]2cccc(C)c2)cc1	7	0%	-9%	1%	9%	0%	-2%	1%	3%	-23%	2%
COc1ccc(Nc2ncnc3c2cnn3Cc2ccc(C)cc2)cc1	2	4%	7%	-4%	?	11%	-1%	16%	0%	7%	-18%
Cc1occc1C(=O)O/N=C(\N)c1ccc(Cl)cc1	8	-2%	-11%	18%	?	4µM*	-5%	16%	?	/	9.5µM*
COc1ccc(S(=O)(=O)N(Cc2ccccc2)c2ccccc2C(=O)N2CCOCC2)cc1	5	3%	-7%	0%	?	-2%	-1%	21%	-11%	2%	1%
O=C(NC(Cc1ccc(F)cc1)C(=O)O)c1ccccc1 (stereo unspecified)	-6	0%	7%	-1%	2%	1%	-6%	-18%	-2%	1%	1%[2.3 µM]
Cc1c(CCC(=O)NCCC(=O)O)c(=O)oc2cc3occ(-c4ccccc4)c3cc12	25	/	?	0%	7%	3%	5%	?	-2%	8%	-18%
CC(C)C[C@H](NC(=O)c1nc[nH]c1C(=O)N[C@@H](CC(C)C)C(=O)OC(C)(C)C)C(=O)OCc1ccccc1	17	3%	7.1µM*	-4%	-19%	0%	-3%	5µM*	-3%	-13%	1%
COC(=O)c1cccc(S(=O)(=O)N2CCC(n3nnc4cc(F)ccc43)CC2)c1	-19	-17%	-19%	3%	?	0%	?	1%	12%	17%	-5%
O=S(=O)(Nc1ccc(N2CCCCC2)cc1)c1ccc(F)cc1	3	-1%	-24%	7%	?	-3%	/	5%	8%	/	-9%
CCCCn1c(CN2CCN(C(=O)c3ccco3)CC2)nc2c1c(=O)n(C)c(=O)n2C	-31	7%	3%	-3%	-6%	-4%	0%	?	-3%	3%	1%
O=c1c2[nH]c3ccc(F)cc3c2ncn1CCCn1ccnc1	2	2%	-6%	2%	0%	-7%	-3%	4%	-13%	5%	4%
COc1cccc(NC(=O)c2cccnc2)c1	8	-2%	4%	-5%	?	14%	14%	8%	-3%	19%	1%
CCn1c(SCc2nc3ccccc3c(=O)[nH]2)nnc1C(C)NC(=O)c1ccccc1F (stereo unspecified)	-2	-1%	1%	-4%	-1%	-4%	-5%	6%	-5%	-2%	-3%
CC(C)CNc1nc(S(=O)(=O)c2ccccc2)c(Cl)s1	2	-2%	15%	-5%	?	-2%	/	-6%	-2%	-10%	-11%
O=c1c2ccccc2nnn1Cc1ccccn1	-7	4%	5%	-1%	1%	-5%	15%	-23%	1%	-3%	-1%
COc1cc([C@@H]2c3cc4c(cc3[C@@H](O)[C@@H](CO)[C@@H]2CO)OCO4)cc(OC)c1O[Si](C)(C)C(C)(C)C	/	-1%	-22%	-3%	?	-2%	6%	-19%	-10%	/	3%
CCOC(=O)N1CCN(C(=O)CSc2nc3c(cnn3-c3ccc(C)cc3)c(=O)[nH]2)CC1	6	3%	3%	4%	?	-3%	-8%	38%	-5%	9%	3%
O=C(CCC(=O)N1CCCC1)Nc1nnc(C(F)(F)F)s1	-17	2%	-1%	-1%	-1%	-2%	3%	4%	0%	11%	-1%
CCOc1ccc(CCNC(=O)CCNC(=O)c2ccc(Br)cc2)cc1OCC	18	4%	2%	-1%	14%	-4%	?	2%	1%	/	-8%
CCN(CCCCCCN)c1ccc2c(=O)[nH][nH]c(=O)c2c1	-1	-5%	-11%	-8%	10%	-6%	0%	-8%	1%	-4%	?
COc1ccc(N(C(=O)c2snc(C(N)=O)c2N)C(C(=O)NC2CCCC2)c2ccco2)cc1OC (stereo unspecified)	1	0%	19%	-2%	12%	-2%	?	17%	-4%	40%[activator]	4%
O=C(NCCNc1ccc([N+](=O)[O-])cc1)c1ccccc1F	11	2%[11.5 µM]	3%	0%	-6%	9%	?	-12%	1%	15%	-8%
Cc1cc(=O)n2nc(N3CCCC(C(=O)NCCc4ccccc4)C3)sc2n1 (stereo unspecified)	-8	2%	1%	6%	-16%	-1%	-20%	0%	-3%	16%	0%
COc1ccccc1C(CNC(=O)c1cccc(NS(=O)(=O)c2ccc(C)c(F)c2)c1)N1CCCC1 (stereo unspecified)	1	/	/	0%	-11%	-3%	/	/	0%	/	0%
CC(C)c1cccc(OCCCCN(C)C)c1	-10	2%	-3%[10 µM]	?	-8%	-9%	-24%	-1%	-6%	-5%	1%
CCOC(=O)C1CCCN(C(=O)c2cc(Nc3ccc(OC)c(OC)c3)nc3ccccc23)C1 (stereo unspecified)	0	0%	-1%	0%	?	5%	-4%	?	-1%	-1%	11µM*
Cc1ccc2oc(=O)c3cnn(CC(=O)N4CCCCC4C)c3c2c1 (stereo unspecified)	13	-2%	3%	-1%	9%	-4%	-9%	-17%	-4%	-18%	3%
CCOC(=O)/C(C#N)=C/c1c(N2CCN(c3ccccc3)CC2)nc2c(C)cccn2c1=O	-5	/	1%	?	-16%	-1%	5%	-30%	2%	?	0%
Cc1cc(C)cc(C(=O)Nc2c3c(nn2C(C)(C)C)CS(=O)(=O)C3)c1	-22	/	15%	30%	7%	2%	-17%	1%	0%	-23%	-1%
O=C(COC(=O)CNC(=O)c1ccc(-c2ccccc2)cc1)NCc1ccco1	9	1%	-9%	9%	?	-5%	-3%	9%	0%	-17%	?
CCCc1nc2ccc(NC(=O)c3cccs3)cc2c(=O)n1Cc1ccccc1Cl	4	3%	-15%	0%	?	2%	/	15%	-2%	8%	11%
CSc1nc(-c2ccco2)nn1C(=O)c1cccs1	-16	9%	-13%	6%	-5%	10%	-1%	7%	-1%	/	2%
CC(CCc1ccccc1)N(C)CC(O)c1cccc([N+](=O)[O-])c1 (stereo unspecified)	-10	-5%	4%	-2%	0%	0%	-1%	1%	-2%	/	2%
CC(c1ccccc1)C1CC(=O)N(c2ccc([N+](=O)[O-])cc2)C1=O (stereo unspecified)	8	-2%[11.5 µM]	0%	2%	-8%	-1%	?	46%	-17%	15%	2%
COc1cccc(CN2CCN(Cc3nc(C(C)C)cs3)CC2CCO)c1 (stereo unspecified)	10	-5%	?	-9%	?	-3%	1%	17%	-14%	-4%	0%
O=C(CSc1nnc(NC(=O)c2ccco2)s1)Nc1ccc(F)cc1F	4	-8%	18%	2%	25%	17%	4%	8%	1%	/	?
CCc1nc2cccnc2n1-c1ccc(CC(=O)NC(C)CC)cc1 (stereo unspecified)	11	/	-7%	3%	-3%	-5%	2%	1%	0%	-4%	3%
O=[N+]([O-])c1cccc(S(=O)(=O)N2CCCCC2)c1	16	-2%	-3%	2%	2%	3%	?	6%	-2%	9%	7%
COCCNC(=O)c1ccc2c3n(nc2c1)-c1ccc(C)cc1CO3	3	-4%	-35%	12%	?	1.1µM*	?	-36%	0.71µM*	/	6.7µM*
O=C(NC1CCCC1)C(c1cccnc1)N(C(=O)c1csnn1)c1ccccc1Cl (stereo unspecified)	0	-1%	0%	3%	0%	6%	-2%	?	0%	-6%	2%
CCc1ccc(Nc2cc(C(=O)NCCCN3CCOCC3)c3ccccc3n2)cc1	-74*	14%	7%	-1%	-28%	7%	10%	-20%	-1%	30%	19µM*
